TGFb SMAD3 inh: qHTS for Inhibitors of TGF-b. Potency, µM (titrated, usually from 46.1 µM), for the others: at the top dose activity, negative = inhibition, usual class: inhibitors. HepG2 CAGA-GFP TGF-b/SMAD3 reporter, GFP fluorescence, 18 h; TGF-beta stimulated, 500 pg/mL final. 1.2% of 410,000 active; note: potency is the fitted concentration of half-maximal effect; % is set by controls: 0 for no effect and ±100 for the full control effect; nearly all actives have a fitted effect of over 65% in size
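HEPG2 CAGA-GFP cells (1000/well, DMEM with 1% FBS) were pre-incubated 2 h at 37 degrees C, given compound by pin tool, then stimulated with TGF-beta at 500 pg/mL final for 18 h before per-cell GFP fluorescence imaging.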
HepG2 viability: qHTS for Inhibitors of TGF-b: Cytotox Counterscreen | Potency, µM (top dose mostly 46.1 µM), without a hit: at the top dose activity change, negative = cytotoxicity, actives largely listed as cytotoxic | AID 588856, 2011 | HepG2 CAGA-GFP viability, ATP luminescence, 18 h | 0.76% of 410,000 active; note: potency is the fitted concentration of half-maximal effect; some results filed as inactive show a strong effect at the top dose
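HepG2 CAGA-GFP cells (1000/well, DMEM with 1% FBS) received compound, then TGF-beta at 500 pg/mL final, and were incubated 18 hours at 37 degrees C. Viability was read by CellTiter-Glo luminescence. Media-only wells were set as complete cell-killing and DMSO as no toxicity.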
MCF10A rerep: A quantitative high throughput screen for small molecules that induce DNA re-replication in MCF 10a normal breast cells; MCF 10A DNA re-replication, Hoechst nuclear intensity, 48 h; Potency, µM (top dose mostly 46.1 µM), for inactives: top-dose activity, positive = re-replication, usual class: activators; 2.9% of 350,000 active; note: potency is the fitted concentration of half-maximal effect; % of control where 0% means no effect; nearly all actives have a fitted effect of over 50% in size
A549 viability: Nrf2 qHTS screen for inhibitors: counterscreen for cytotoxicity | A549 ARE-Fluc cells, CellTiter-Fluor viability, 18-24 h | AID 504648, 2011 | Potency, µM (titrated, usually from 46 µM), inactives show top-dose activity change, negative = cytotoxicity, usual class: inhibitors | 0.16% of 390,000 active; note: potency is the fitted concentration of half-maximal effect; % is set by controls: 0 for no effect and ±100 for the full control effect
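A549 ARE_Fluc cells in 5% FBS OPTI-MEM were exposed to compounds in concentration-response for 18-24 h at 37 deg C. Viability was read by CellTiter-Fluor fluorescence (Ex 405/Em 525) after 30 min, before the luciferase read.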
IL1B secr inh: qHTS for Inhibitors of Inflammasome Signaling: IL-1-beta AlphaLISA Primary Screen | THP-1 LPS/ATP IL-1B secretion, AlphaLISA, 16 h; stronger effect = lower value | 4.7% of 360,000 active | AID 743279, 2014 | activity change, % at 57.5 µM; in the data active = activity change below about -50%; inconclusive = mostly about -30% to -49%; note: % is set by controls: 0 for no effect and ±100 for the full control effect
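THP-1 cells pretreated 1 hr with compounds (up to 57.5 uM final), then stimulated with LPS (250 ng/mL final) plus ATP (1.25 mM final); secreted IL-1B measured by AlphaLISA after 16 hr, decreased signal indicating inhibition.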
ATXN2 expr inh: Primary qHTS for Inhibitors of ATXN expression; 0.72% of 360,000 active; HEK-293 ATXN2-luciferase reporter, luminescence, 24 h; Potency, µM (titrated, usually from 57 µM), without a hit: top-dose activity change, negative = inhibition, actives largely listed as inhibitors; note: potency is the fitted concentration of half-maximal effect; % is set by controls: 0 for no effect and ±100 for the full control effect; nearly all actives have a fitted effect of over 55% in size
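ATXN2-luciferase reporter cells (luciferase flanked by upstream and downstream ATXN2 gene portions) were treated 24 h at 37 °C with compounds at up to 57 uM. SteadyGlo luminescence gave expression; GF-AFC fluorescence gave viability.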
Nrf2 ARE act: qHTS of Nrf2 Activators | Potency, µM (titrated, usually from 46.1 µM), for the others: at the top dose activation, hits mostly activators | AREc32 ARE-luciferase reporter (MCF7-derived line), luminescence, 24 h | 0.31% of 410,000 active; note: potency is the fitted concentration of half-maximal effect; % of control where 0% means no effect; nearly all actives have a fitted effect of over 65% in size
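Nrf2 activation is followed as ARE-luciferase induction in the AREc32 line after one day of compound treatment; luminescence is read with Steady-Glo.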
Nrf2 inh: Nrf2 qHTS screen for inhibitors | A549 ARE-Fluc reporter, luciferase luminescence, 18-24 h | Potency, µM (doses to about 46 µM), for inactives: at the highest dose activity change, negative = inhibition, most hits filed as inhibitors | 2.1% of 360,000 active; note: potency is the fitted concentration of half-maximal effect; % is set by controls: 0 for no effect and ±100 for the full control effect; nearly all actives have a fitted effect of over 60% in size
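In this cell-based qHTS, ARE-driven firefly luciferase in A549 cells reports Nrf2 activity; the luminescent signal after BugLite lysis is the measured value, with a prior CellTiter-Fluor read for cell health.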
ATXN viability: Viability Counterscreen for Primary qHTS for Inhibitors of ATXN expression | Potency, µM (titrated, usually from 56.7 µM), actives largely listed as cytotoxic | AID 651635, 2014 | 0.49% of 400,000 active | S2 cells (HEK-293 line with an ATXN2-luciferase reporter) viability, CellTiter-Fluor protease fluorescence, 24 h; note: potency is the fitted concentration of half-maximal effect; nearly all actives have a fitted effect of over 40% in size
* marks the source's active call; other numbers are inactive results; i = inactive; u = inconclusive; x = not tested or not shown; [ ] = remark or other dose. Unless noted, calls come from the whole dose curve; as a rule, active = well fitted curve in the direction sought with a large enough effect; inconclusive = small, poorly fitted or top-dose-only effect, or another doubt; inactive = no such curve, though single readings can be large; an effect the other way counts as inactive or inconclusive.

1: COC(=O)C1=C(C)N(C)C(=O)/C1=C\c1ccco1
2: Nc1nc(-c2ccc(-c3ccccc3)cc2)cs1
3: CC(C)NC(=O)C1CCN(C2CCN(Cc3cn[nH]c3-c3ccccc3)CC2)CC1
4: CN(Cc1c(F)cccc1Cl)C(=O)C1=CC=CN2CCS(=O)(=O)N=C12
5: Cc1onc(-c2ccccc2Cl)c1C(=O)NCc1cccs1
6: COc1ccc2oc(C(=O)N(Cc3ccco3)Cc3cccs3)c(C)c2c1
7: COc1ccc(-c2cc(C(=O)Nc3ccc(S(=O)(=O)Nc4onc(C)c4C)cc3)c3ccccc3n2)cc1OC
8: COc1cc(NC(=O)c2ccccc2)c(OC)cc1NC(=O)CSc1[nH]c(=O)cc(C)c1C#N

Compound | 1 | 2 | 3 | 4 | 5 | 6 | 7 | 8
TGFb SMAD3 inh | -6% | 0% | 4% | -2% | -10% | u | -10% | 0%
HepG2 viability | -5% | -19% | -5% | 0% | -6% | 15% | -7% | 2%
MCF10A rerep | 3% | 5% | 3% | -1% | 1% | u | u | u
A549 viability | -12% | -2% | 0% | 1% | -2% | -6% | 0% | -11%
IL1B secr inh | 1 | 23 | 34 | 3 | -3 | -9 | 9 | 35
ATXN2 expr inh | -6% | 65%[activator] | -4% | 7% | 0% | -3% | x | 38%
Nrf2 ARE act | u | 6.2% | -0.6% | -1.1% | 0.5% | 4.5% | 0.0% | 3.5%
Nrf2 inh | 25% | u | 15% | 1% | 6% | -12% | 4% | u
ATXN viability | u | i | i | i | i | i | i | i

9: CC(C)CNC(=O)c1cc2nc3c(c(C(F)(F)F)n2n1)CCc1ccccc1-3
10: Cc1cccc(CSc2nc(-c3cccs3)ccc2C#N)c1
11: O=[N+]([O-])c1ccc([C@H](O)[C@H](CO)N=Cc2ccccc2O)cc1
12: Cc1ccccc1Cn1c(=O)n(CCCC(=O)NCc2ccco2)c(=O)c2ccccc21
13: N#C/C(=C/c1ccc(C(=O)O)cc1)C(=O)NCc1ccccc1
14: CCOc1ccc(C(=O)Nc2ccc(C(F)(F)F)n(C)c2=O)cc1
15: Cc1ccc(Cc2c(-c3cccc(Cl)c3)nc3cc(C)c(Br)c(C)n23)cc1
16: CCC(CC)c1nnc(NC(=O)c2cc(C(=O)OC)cc([N+](=O)[O-])c2)s1

Compound | 9 | 10 | 11 | 12 | 13 | 14 | 15 | 16
TGFb SMAD3 inh | 10% | 19% | 4% | u | 17% | 14% | -3% | -6%
HepG2 viability | 8% | -19% | 0% | 14% | -5% | -1% | -21% | -9%
MCF10A rerep | -3% | x | 0% | 2% | u | -3% | x | 15%
A549 viability | -1% | 3% | 2% | 3% | -7% | 3% | x | -12%
IL1B secr inh | 1 | x | 19 | -5 | 6 | -19 | 0 | -8
ATXN2 expr inh | 14% | -4% | -13% | -8% | -1% | 2% | 35%[activator] | -20%
Nrf2 ARE act | -0.8% | 16% | 4.8% | 2.3% | 0.4% | -0.1% | 13% | -1.6%
Nrf2 inh | 15% | -3% | 0% | -9% | 11% | u | x | u
ATXN viability | i | i | i | i | i | i | i | i

17: CCCNC(=S)N1CCC(C(=O)c2ccc(OC)cc2)CC1
18: CCCc1cc(=O)oc2cc(C)cc(OCC(=O)Nc3ccc(S(N)(=O)=O)cc3)c12
19: CCN(C(=O)Cc1ccc(Br)cc1)C1CCCCC1
20: COc1ccc(N(C)S(=O)(=O)c2cccc(C(=O)Nc3ccc(-n4cnnn4)cc3)c2)cc1
21: O=C1Cn2c(nc3ccccc32)-c2ccccc2N1
22: CN1CCN(c2ccccc2NC(=O)c2ccccc2F)CC1
23: COc1ccccc1NC(=O)C(C)N(C)CC(=O)Nc1cccc2ccccc12 (stereo unspecified)
24: CCCCOc1ccc(N2C(=O)CC(NCCc3ccc(S(N)(=O)=O)cc3)C2=O)cc1 (stereo unspecified)

Compound | 17 | 18 | 19 | 20 | 21 | 22 | 23 | 24
TGFb SMAD3 inh | -1% | -6% | 17% | 11% | 1% | 2% | 0% | -1%
HepG2 viability | -1% | -40% | 8% | -20% | -5% | -19% | -13% | -8%
MCF10A rerep | 2% | 5% | 9% | 18% | 3% | -4% | 9% | 0%
A549 viability | -13% | -8% | -1% | 8% | 2% | 6% | -3% | 7%
IL1B secr inh | -2 | 13 | 17 | -4 | 25 | -24 | 25 | 14
ATXN2 expr inh | -24%[11.3 µM] | x | 1% | -22% | -6% | -32% | -3% | -5%
Nrf2 ARE act | -0.3% | -0.2% | 0.3% | -0.7% | 3.7% | 0.6% | 0.4% | -0.1%
Nrf2 inh | u | u | x | u | -17% | -24% | -6% | 4%
ATXN viability | i | i | i | i | i | i | u | i

25: CCOc1ccc(N(CC(=O)NC(C(C)C)C(C)C)S(=O)(=O)c2ccc(OC)c(OC)c2)cc1
26: CC(=O)Nc1ccc(S(=O)(=O)N2CCC(c3nc4c(nnn4Cc4ccccc4Cl)c(=O)[nH]3)CC2)cc1
27: N#C/C(=C\c1ccccc1)C(=O)NC1CC1
28: Cc1cc(C)cc(NC(=O)CCc2c(C)nn(-c3ccc(N4CCCC4)nn3)c2C)c1
29: CCc1c(C)nc(SCc2cccnc2)[nH]c1=O
30: COCn1c(=O)c2c(nc(SC3=NCCS3)n2Cc2ccccc2C)n(COC)c1=O
31: O=C(O)CSc1c(-c2cccs2)[nH]c2ccccc12
32: CCCc1cc(=O)oc2cc(OCC(=O)NCCCn3ccnc3)ccc12

Compound | 25 | 26 | 27 | 28 | 29 | 30 | 31 | 32
TGFb SMAD3 inh | u | 4% | 0% | -25% | 24% | 2% | 6% | 7%
HepG2 viability | -42% | -10% | -2% | -16% | -13% | -15% | 0% | -4%
MCF10A rerep | 10% | 11% | 1% | x | -5% | 21% | 1% | 14%
A549 viability | 19% | 1% | u | -4% | -7% | 0% | -5% | 3%
IL1B secr inh | 5 | -51* | 41 | x | 33 | -8 | 7 | 61
ATXN2 expr inh | x | 23% | x | x | x | -17% | x | -5%
Nrf2 ARE act | -0.2% | 0.3% | 9.9% | 5.4% | 3.5% | 0.0% | 0.7% | 0.2%
Nrf2 inh | 15% | 6% | 5% | -19% | -2% | u | 2% | -28%
ATXN viability | i | i | i | x | i | i | i | i

Nothing new here: an excerpt of the list.
29: CCc1c(C)nc(SCc2cccnc2)[nH]c1=O
30: COCn1c(=O)c2c(nc(SC3=NCCS3)n2Cc2ccccc2C)n(COC)c1=O
31: O=C(O)CSc1c(-c2cccs2)[nH]c2ccccc12
32: CCCc1cc(=O)oc2cc(OCC(=O)NCCCn3ccnc3)ccc12

Compound | 29 | 30 | 31 | 32
TGFb SMAD3 inh | 24% | 2% | 6% | 7%
HepG2 viability | -13% | -15% | 0% | -4%
MCF10A rerep | -5% | 21% | 1% | 14%
A549 viability | -7% | 0% | -5% | 3%
IL1B secr inh | 33 | -8 | 7 | 61
ATXN2 expr inh | x | -17% | x | -5%
Nrf2 ARE act | 3.5% | 0.0% | 0.7% | 0.2%
Nrf2 inh | -2% | u | 2% | -28%
ATXN viability | i | i | i | i

The list goes on:
33: CC(=O)OCCN(Cc1ccccc1)Cc1ccc2c(c1)OCO2
34: COc1ccc(/C=C/C(=O)Nc2sc(Cc3ccccc3)c(C)c2C(N)=O)cc1
35: Cc1ccccc1-c1coc2cc(O)ccc2c1=O
36: Cc1cnc(C(=O)Nc2ccc(C(C)C)cc2)cn1
37: O=C(O)CN(Cc1ccccc1)S(=O)(=O)c1ccc(F)cc1
38: CC(C)OC(=O)c1ccc(Cn2nnc3sc4c(c3c2=O)CCCC4)cc1
39: O=C(N/N=C/C1C(c2ccccc2)C1(Cl)Cl)c1cccc(Br)c1 (stereo unspecified)
40: O=C(NCc1nnnn1-c1ccc(F)c(F)c1)c1cc2ccccc2o1

Compound | 33 | 34 | 35 | 36 | 37 | 38 | 39 | 40
TGFb SMAD3 inh | 4% | -16% | 0% | 9% | 4% | -5% | 0% | -5%
HepG2 viability | -13% | -1% | 5% | 3% | -23% | -11% | -6% | 0%
MCF10A rerep | -3% | u | -1% | 14% | 4% | x | 29% | -6%
A549 viability | u | 10% | -5% | 5% | 3% | 2% | -2% | -12%
IL1B secr inh | 16 | -4 | 1 | -2 | 0 | x | -17 | -23
ATXN2 expr inh | 2% | u | 12% | 30%[activator] | 3% | 7% | 6% | -4%
Nrf2 ARE act | 0.2% | 0.1% | -0.1% | 2.5% | 0.3% | -0.6% | 13% | 0.2%
Nrf2 inh | x | -27% | u | 22% | 2% | 5% | 4% | 1%
ATXN viability | i | i | i | i | i | i | i | i

41: CCOC(=O)c1nn(-c2c(C)n(C)n(-c3ccccc3)c2=O)cc1O
42: O=C1C2CCCN2C(=O)N1CCCN1CCN(c2cccc(Br)c2)CC1 (stereo unspecified)
43: CCCc1cc(=O)[nH]c(SCc2nc(-c3ccccc3F)no2)n1
44: COc1cccc2cc(/C(C)=N/NC(=O)c3ccco3)oc12
45: COc1cccc(Cn2c(CNC(=O)c3cc([N+](=O)[O-])ccc3Cl)nc3cccnc32)c1
46: CC(C)n1cc(/C=C2/SC(=O)N(CC(=O)N3CCCC3)C2=O)c2ccccc21
47: Cc1ccc(/C=N/N=C2\SCC(=O)N2CC2CC2)cc1

Compound | 41 | 42 | 43 | 44 | 45 | 46 | 47
TGFb SMAD3 inh | 9% | -11% | -5% | -1% | -29% | 5% | -16%
HepG2 viability | 0% | -19% | -28% | -18% | -20% | -21% | -13%
MCF10A rerep | 1% | u | x | 7% | x | u | 11%
A549 viability | 0% | -2% | 24% | 6% | 4% | -8% | 3%
IL1B secr inh | 9 | 76 | x | -21 | x | -4 | -18
ATXN2 expr inh | 4% | -16% | x | 7% | x | 67%[activator] | -30%
Nrf2 ARE act | -1.4% | 0.1% | -0.7% | 26% | 22% | 0.1% | -0.2%
Nrf2 inh | 9% | -23% | x | 11% | x | 0% | -7%
ATXN viability | i | i | x | i | x | i | i
